E-sel inducer: E-selectin induction on HUVECs; P16581; 0.37% of 260,000 active; HUVEC E-selectin immunofluorescence imaging; normalized: neutral wells 0, TNF-alpha wells 100; activation, % at 7.58 µM;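 active = mean E-selectin-positive cell signal at least 10% of the positive control, reached in at least 60% of replicates, without over 20% cell loss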;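 note: in these data hits start at about 27%; measured in HUVEC primary endothelial cells; signal is the percent of cells scored E-selectin positive by PE staining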
Target sequence (P16581 whole entry, looked up): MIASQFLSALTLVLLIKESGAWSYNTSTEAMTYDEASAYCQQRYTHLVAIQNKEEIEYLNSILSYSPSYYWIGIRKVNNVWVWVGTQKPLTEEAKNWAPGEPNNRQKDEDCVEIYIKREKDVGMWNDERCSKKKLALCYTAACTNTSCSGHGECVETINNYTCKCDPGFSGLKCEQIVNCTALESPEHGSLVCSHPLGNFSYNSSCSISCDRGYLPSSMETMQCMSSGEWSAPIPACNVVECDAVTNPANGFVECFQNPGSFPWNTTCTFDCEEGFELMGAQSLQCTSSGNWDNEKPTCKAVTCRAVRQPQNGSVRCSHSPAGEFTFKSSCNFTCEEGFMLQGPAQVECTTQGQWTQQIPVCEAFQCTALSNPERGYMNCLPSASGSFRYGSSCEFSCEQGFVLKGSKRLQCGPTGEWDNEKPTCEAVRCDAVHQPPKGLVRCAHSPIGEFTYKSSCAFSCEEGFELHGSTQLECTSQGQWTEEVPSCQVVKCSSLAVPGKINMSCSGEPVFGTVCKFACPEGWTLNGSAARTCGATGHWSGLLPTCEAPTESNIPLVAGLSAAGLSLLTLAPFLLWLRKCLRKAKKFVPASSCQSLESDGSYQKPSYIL
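System: HUVEC / Compound: single concentration / Signal: immunofluorescence imaging / Read-out: percent E-selectin-positive cells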
RAD52 anneal inh: inhibitors of human RAD52 DNA annealing. recombinant RAD52 DNA annealing, FRET fluorescence. P43351. inhibition, % at 18.7 µM. 0.46% of 360,000 active;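 active = every replicate showing at least 50% inhibition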
Target sequence (P43351 whole entry, looked up): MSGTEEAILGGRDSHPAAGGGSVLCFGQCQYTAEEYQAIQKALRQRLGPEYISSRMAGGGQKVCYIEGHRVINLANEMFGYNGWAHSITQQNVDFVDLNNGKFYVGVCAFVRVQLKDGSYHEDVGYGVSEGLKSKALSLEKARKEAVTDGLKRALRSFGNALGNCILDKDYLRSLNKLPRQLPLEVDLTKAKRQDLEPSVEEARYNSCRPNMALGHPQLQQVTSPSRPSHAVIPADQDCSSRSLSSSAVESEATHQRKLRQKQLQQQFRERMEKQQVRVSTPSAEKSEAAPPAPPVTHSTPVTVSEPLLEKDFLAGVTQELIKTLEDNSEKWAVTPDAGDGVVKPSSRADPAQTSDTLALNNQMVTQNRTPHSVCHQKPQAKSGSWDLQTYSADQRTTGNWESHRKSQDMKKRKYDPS
esBAF inh: blocks esBAF chromatin remodeling in mouse ES cells; Bmi1-luciferase knock-in reporter, 24 h; 100% = twice the neutral-well signal; reporter increase, % at 12.5 µM; 2% of 350,000 active; in the data active = activation above about 40%;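 note: 0% = median of the plate's neutral control wells and 100% = double that signal; a rise in the Bmi1 reporter signal indicates esBAF inhibition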
EWS-Fli inh: EWS/Fli transcriptional activity inhibition; A673 NR0B1-luciferase reporter, viability-normalised; inhibition, % at 12.6 µM; 0.67% of 350,000 active; AID 651661;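 active = mean inhibition of at least 50% after viability correction, with every replicate also passing that limit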;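 note: firefly luciferase signal divided by Alamar Blue viability fluorescence both relative to DMSO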
FN deposition inh: fibronectin deposition inhibition; inhibition, % at 12.6 µM; 0.086% of 350,000 active; AH1F fibroblasts, Alexa488-fibronectin deposition fluorescence, overnight;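 active = mean inhibition across replicates of 30% or more, regardless of how many single replicates reach that level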;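 note: positive control wells lacked labelled fibronectin entirely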
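Test system: AH1F fibroblast monolayer depositing Alexa488-labelled fibronectin into matrix. Input: 10000 cells per well. Technique: fluorescence, ex 485 nm, em 525 nm. Buffer or medium: DMEM plus 2% serum, read in PBS. Timing: 1 h cell adhesion before compound, then overnight fibronectin incubation. Compound: single dose, pinned. Read-out basis: inhibition from reduced deposited-fibronectin fluorescence.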
S100A4 inh HTS: inhibitors of human S100A4 binding to myosin IIA peptide. P26447. S100A4/TAMRA-MyoIIA peptide fluorescence polarization. AID 652163. inhibition, % at 10.7 µM. 0.14% of 360,000 active;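 active = mean inhibition of at least 70% across replicates, with every replicate also reaching that level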
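Material: S100A4 monomer (human). Medium: Calcium-containing HEPES buffer, pH 7.2. Probe or stimulus: labelled myosin peptide probe, 5 nM. Compound dosing: one concentration per compound. Timing: polarization read 5 min after assay mix addition, stable 5–60 min. Benchmarks: DMSO as neutral control, TFP as positive control.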
RAD54 branch: RAD54 (human) branch migration inhibition; Q92698; RAD54 Holliday junction branch migration, FAM/BHQ fluorescence; inhibition, % at 10.4 µM; 0.14% of 360,000 active;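 active = mean normalized replicate activity at least 40 and at least half of replicates scoring 40 or more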;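 note: 0% = median of neutral control wells and 100% = median of positive control wells; inhibitors cause a drop in the FAM fluorescence signal; in these data hits start at about 50%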
XiGFP reactiv: X-chromosome reactivation activator; AID 743238; XiGFP mouse fibroblasts, % GFP-positive cells imaging, 3 d; cells co-treated with 5-aza-dC sensitizer; scaled so ellipticine positive control = 100%; 0.055% of 360,000 active; activation, % at 7.58 µM;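 active = mean normalized replicate activation at least 10% and every replicate at or above 10%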;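 note: 0% = median of on-plate neutral control wells and 100% = ellipticine 6 µM median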
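assay system = SV40-immortalized XiGFP fibroblast cells, line 68-5-11 | buffer or medium = DMEM plus 5-aza-dC sensitizer | doses = single-point pinned compound dosing | times = 3-day compound exposure, then 15 min fixation at room temperature | benchmarks = positive control ellipticine, 6 µM final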
* marks the source's active call; other numbers are inactive results.

`CCCn1c(SCC(=O)NC2CCCC2)nnc1-c1cccnc1` gave E-sel inducer -0.1, RAD52 anneal inh 3.3, esBAF inh -1.6, EWS-Fli inh 6.0, FN deposition inh -0.9, S100A4 inh HTS -2.7, RAD54 branch -4.2 and XiGFP reactiv 0.0.
Screening Cc1ccc(-c2csc(/C(C#N)=C/Nc3ccccc3SC(F)(F)F)n2)cc1 returned RAD52 anneal inh -12.0, EWS-Fli inh 11.3, S100A4 inh HTS 3.1 and XiGFP reactiv 0.0.
CCOc1ccc(S(=O)(=O)N(C)c2ccc(OCC(=O)NCCc3ccc(OC)cc3)cc2)cc1 was read as RAD52 anneal inh -4.6, esBAF inh -19.8, EWS-Fli inh 3.6, FN deposition inh -2.1, S100A4 inh HTS 0.3, RAD54 branch -23.7 and XiGFP reactiv 0.0.
`O=C(C[C@@H]1CC[C@H]2[C@@H](COC[C@@H](O)CN2CCc2ccccc2)O1)NCCCN1CCOCC1` gave E-sel inducer 0.6, RAD52 anneal inh -0.4, esBAF inh 4.3, EWS-Fli inh 4.3, FN deposition inh -0.5, S100A4 inh HTS 10.4, RAD54 branch 4.3 and XiGFP reactiv 0.3.
Screening COc1cc(CNc2ncnc3c2ncn3[C@H]2CN(Cc3ccco3)C[C@@H](CO)O2)cc(OC)c1OC returned E-sel inducer 0.3, RAD52 anneal inh -13.3, esBAF inh -2.1, EWS-Fli inh 3.7, FN deposition inh -1.3, S100A4 inh HTS -2.4, RAD54 branch 0.4 and XiGFP reactiv 0.0.
For CC(C)OC(=O)CNc1n[nH]c(=S)[nH]c1=O the results were E-sel inducer 3.9, RAD52 anneal inh -6.4, EWS-Fli inh -8.2, FN deposition inh -6.5, S100A4 inh HTS -2.8 and XiGFP reactiv 0.5.
`CCOCC(=O)Nc1ccc(OCc2ccccc2)cc1` gave RAD52 anneal inh 2.1, EWS-Fli inh -51.8, FN deposition inh 7.7, S100A4 inh HTS 0.2 and XiGFP reactiv 0.0.
CC1=C(C(=O)N2CCOCC2)CC(CC(=O)NCc2ccco2)C(=O)N1Cc1ccccc1 (stereo unspecified) was read as E-sel inducer 7.0, RAD52 anneal inh -7.2, esBAF inh 1.8, EWS-Fli inh 2.5, FN deposition inh -3.8, S100A4 inh HTS 2.8 and XiGFP reactiv 0.0.
For Cc1cc(NC(=O)CSc2n[nH]c(-c3ccc(Cl)cc3Cl)n2)no1 the results were E-sel inducer -0.2, RAD52 anneal inh -38.0, esBAF inh -7.9, EWS-Fli inh -3.4, FN deposition inh 3.5, S100A4 inh HTS 8.1, RAD54 branch 5.6 and XiGFP reactiv 0.0.
CCOC(=O)c1cnc2ccc(Br)cc2c1NCCCN1CCOCC1 was read as E-sel inducer 0.1, RAD52 anneal inh -10.7, esBAF inh 6.4, EWS-Fli inh -6.0, FN deposition inh -2.1, S100A4 inh HTS -1.5, RAD54 branch 12.2 and XiGFP reactiv 0.2.

Continued; it opens with the 2 that closed the last part.
For Cc1cc(NC(=O)CSc2n[nH]c(-c3ccc(Cl)cc3Cl)n2)no1 the results were E-sel inducer -0.2, RAD52 anneal inh -38.0, esBAF inh -7.9, EWS-Fli inh -3.4, FN deposition inh 3.5, S100A4 inh HTS 8.1, RAD54 branch 5.6 and XiGFP reactiv 0.0.
CCOC(=O)c1cnc2ccc(Br)cc2c1NCCCN1CCOCC1 was read as E-sel inducer 0.1, RAD52 anneal inh -10.7, esBAF inh 6.4, EWS-Fli inh -6.0, FN deposition inh -2.1, S100A4 inh HTS -1.5, RAD54 branch 12.2 and XiGFP reactiv 0.2.
Screening O=C(C[C@@H]1CC[C@@H]2[C@H](COC[C@@H](O)CN2Cc2ccccc2F)O1)NCc1ccccc1F returned E-sel inducer 0.0, RAD52 anneal inh 5.5, esBAF inh 2.0, EWS-Fli inh -1.0, FN deposition inh 1.5, S100A4 inh HTS -0.8, RAD54 branch -11.2 and XiGFP reactiv -0.2.
For Cc1cc(NS(=O)(=O)c2ccc(NC(=S)NC(=O)c3ccc(C(C)(C)C)cc3)cc2)no1 the results were E-sel inducer -1.0, RAD52 anneal inh -18.1, EWS-Fli inh 13.7, FN deposition inh 1.6, S100A4 inh HTS 4.2 and XiGFP reactiv 0.0.
For COc1ccc(C(CC(=O)O)NC(=O)C(c2ccccc2)c2ccccc2)cc1 (stereo unspecified) the results were E-sel inducer -0.1, RAD52 anneal inh -10.4, esBAF inh 5.0, EWS-Fli inh -12.0, FN deposition inh -0.1, S100A4 inh HTS -4.9, RAD54 branch 0.0 and XiGFP reactiv -0.1.
`COc1cc2cc(CN(Cc3cccnc3)C(=O)Nc3ccccc3F)c(=O)[nH]c2cc1OC` gave E-sel inducer -5.6, RAD52 anneal inh -8.1, esBAF inh -2.0, EWS-Fli inh 1.4, FN deposition inh -3.0, S100A4 inh HTS 8.8, RAD54 branch 2.2 and XiGFP reactiv 0.0.
For O=C(C[C@@H]1CC[C@@H](NC(=O)Cc2ccccn2)[C@@H](CO)O1)NCCc1ccccc1 the results were E-sel inducer -0.1, RAD52 anneal inh 5.1, esBAF inh -1.9, EWS-Fli inh 4.5, S100A4 inh HTS 3.8, RAD54 branch -13.5 and XiGFP reactiv -0.1.
For O=C(COc1ccc(Br)cc1)OCC(=O)N1CCOCC1 the results were E-sel inducer 4.0, RAD52 anneal inh -17.1, esBAF inh -16.0, EWS-Fli inh 2.3, FN deposition inh 4.1, S100A4 inh HTS -15.0, RAD54 branch -6.0 and XiGFP reactiv 0.2.
`O=C(Nc1nc(-c2ccccn2)cs1)c1cc(S(=O)(=O)N2CCOCC2)ccc1F` gave E-sel inducer -0.5, RAD52 anneal inh -48.4, esBAF inh 1.6, EWS-Fli inh 16.3, FN deposition inh 13.9, S100A4 inh HTS -12.1, RAD54 branch 6.0 and XiGFP reactiv 0.4.
`COc1ccc(NC(=O)Nc2ccc3c(c2)C(=O)N([C@@H](C)CO)C[C@H](C)[C@H](CN(C)C(=O)Nc2ccc(F)cc2)OCCCC[C@H](C)O3)cc1` gave E-sel inducer 0.2, RAD52 anneal inh 8.5, esBAF inh -6.2, EWS-Fli inh 0.1, FN deposition inh -4.6, S100A4 inh HTS 0.5, RAD54 branch -5.4 and XiGFP reactiv 0.0.
COc1ccc(C(NCC(=O)Nc2c(C)cccc2C)c2ccccc2)cc1 (stereo unspecified) was read as RAD52 anneal inh 4.9, esBAF inh -3.0, EWS-Fli inh 21.0, FN deposition inh 2.9, S100A4 inh HTS 1.2, RAD54 branch -1.2 and XiGFP reactiv 0.1.
`CCOC(=O)C(C(C)=O)C(c1ccc(OCCC(C)C)cc1)C(C(C)=O)C(=O)OCC` (stereo unspecified) gave RAD52 anneal inh -8.2, esBAF inh 3.2, S100A4 inh HTS 7.0 and RAD54 branch -4.8.
For O=C(C[C@@H]1CC[C@@H]2[C@H](COC[C@H](O)CN2C(=O)Nc2ccc(Cl)cc2)O1)NC1Cc2ccccc2C1 the results were E-sel inducer 0.3, RAD52 anneal inh 5.6, esBAF inh 8.6, FN deposition inh -14.3, S100A4 inh HTS 0.6, RAD54 branch -8.3 and XiGFP reactiv 0.4.
For COc1ccc(NC(=O)Nc2ccc3c(c2)C(=O)N([C@H](C)CO)C[C@H](C)[C@H](CN(C)Cc2ccc(C(=O)O)cc2)OCCCC[C@H](C)O3)cc1 the results were E-sel inducer 0.0, RAD52 anneal inh 3.3, esBAF inh 1.0, EWS-Fli inh -5.5, S100A4 inh HTS 25.0, RAD54 branch 5.1 and XiGFP reactiv 0.0.
Screening COc1ccc(S(=O)(=O)N2CCOCC2)cc1NC(=O)CN1C(=O)NC(C)(C2CC2)C1=O (stereo unspecified) returned RAD52 anneal inh -6.1, esBAF inh 0.0, EWS-Fli inh -9.5, FN deposition inh 1.3, S100A4 inh HTS -2.1, RAD54 branch -1.0 and XiGFP reactiv 0.2.
For N#CC(=C(O)COC(=O)CCCNC(=O)c1ccc(Cl)cc1)c1nc2ccccc2[nH]1 the results were E-sel inducer -0.1, RAD52 anneal inh -22.9, EWS-Fli inh 3.6, FN deposition inh 1.0, S100A4 inh HTS 2.3 and XiGFP reactiv 0.0.
Screening O=S1(=O)[C@H]2C[C@@H]3C=C[C@@]2(CN1Cc1cccc(Cl)c1)O3 returned E-sel inducer 0.3, RAD52 anneal inh -11.4, esBAF inh -5.2, EWS-Fli inh -11.0, FN deposition inh -13.2, S100A4 inh HTS -1.5, RAD54 branch -3.0 and XiGFP reactiv 0.5.
Screening CC(=O)Nc1ccc(Nc2nc(C)cc(C)n2)cc1 returned RAD52 anneal inh -6.4, esBAF inh 0.7, EWS-Fli inh 3.7, FN deposition inh 1.8, S100A4 inh HTS 8.6, RAD54 branch 6.9 and XiGFP reactiv 0.1.
For C=CCn1c(SC)nnc1C1COc2ccccc2O1 (stereo unspecified) the results were RAD52 anneal inh 0.5, EWS-Fli inh 7.0, FN deposition inh 4.3, S100A4 inh HTS 0.2 and XiGFP reactiv 0.0.
For COc1ccc(NC(=O)CN2C(=O)NC(C)(c3ccccc3)C2=O)cc1Cl (stereo unspecified) the results were RAD52 anneal inh -3.6, esBAF inh -6.7, EWS-Fli inh -20.7, FN deposition inh 0.8, S100A4 inh HTS -3.4, RAD54 branch 0.0 and XiGFP reactiv 0.6.
O=C(NC1CCN(C(=S)NCc2ccco2)CC1)c1cccc(F)c1 was read as RAD52 anneal inh -13.2, EWS-Fli inh 10.0, FN deposition inh -3.8, S100A4 inh HTS 3.6 and XiGFP reactiv 0.1.
C/C=C/c1ccc([C@H]2[C@@H](CO)N3C(=O)CN(Cc4ccc(C(=O)OC)cc4)C[C@H]23)cc1 was read as E-sel inducer -0.5, RAD52 anneal inh 3.8, EWS-Fli inh 2.6, S100A4 inh HTS 9.4 and XiGFP reactiv -0.1.
COc1ccccc1NC(=O)N1CCCCN2[C@H](CO)[C@H](c3ccc(-c4cccc(C#N)c4)cc3)[C@H]2C1 was read as E-sel inducer -0.2, RAD52 anneal inh 46.5, esBAF inh -13.6, EWS-Fli inh 35.7, FN deposition inh 9.5, S100A4 inh HTS -20.0, RAD54 branch 16.2 and XiGFP reactiv 0.0.
For CO[C@H]1CN(C)C(=O)c2ccc(NC(=O)C3CC3)cc2OC[C@H](C)N(C(=O)CN2CCOCC2)C[C@H]1C the results were E-sel inducer 0.5, RAD52 anneal inh -5.0, esBAF inh 3.0, EWS-Fli inh 0.6, FN deposition inh -38.0, S100A4 inh HTS 3.5, RAD54 branch -3.8 and XiGFP reactiv 0.4.
`O=C1O[C@@H](c2ccccc2)C[C@@H](O)C(=O)CCc2ccccc21` gave E-sel inducer 0.0, RAD52 anneal inh -8.3, EWS-Fli inh -33.6, FN deposition inh -12.5, S100A4 inh HTS -0.1 and XiGFP reactiv 0.2.
`O=C(c1cc2cc(Br)ccc2o1)N1CCN(c2ccccc2)CC1` gave E-sel inducer 0.5, RAD52 anneal inh -5.9, esBAF inh 20.6, EWS-Fli inh -55.7, FN deposition inh -4.7, S100A4 inh HTS -1.9, RAD54 branch -4.3 and XiGFP reactiv 0.0.
For CO[C@H]1CC[C@@H]2CCN(C)C(=O)C[C@@H](c3ccccc3)CN(C)C(=O)c3cc(C#N)ccc3OC[C@H]1O2 the results were E-sel inducer 0.1, RAD52 anneal inh 11.3, esBAF inh -6.4, EWS-Fli inh 4.9, FN deposition inh -0.8, S100A4 inh HTS 3.1, RAD54 branch 2.7 and XiGFP reactiv -0.1.

Bioassay records (PubChem BioAssay)
